Assay outcomes as filed in PubChem BioAssay.
Eya2 phos inh – blocks the phosphatase activity of human Eya2; O00167; recombinant Eya2, OMFP fluorescence dephosphorylation (OMFP is methylfluorescein phosphate); actives 0.006% (n = 330,000); AID 488837; Potency, µM (top dose mostly 76.9 µM), for inactives: at the top dose activity, negative = inhibition, hits mostly inhibitors; also: potency is read from the fitted curve at half-maximal effect; % is scaled to controls: 0 for no effect and ±100 for the full control effect
Target sequence (O00167 whole entry, looked up): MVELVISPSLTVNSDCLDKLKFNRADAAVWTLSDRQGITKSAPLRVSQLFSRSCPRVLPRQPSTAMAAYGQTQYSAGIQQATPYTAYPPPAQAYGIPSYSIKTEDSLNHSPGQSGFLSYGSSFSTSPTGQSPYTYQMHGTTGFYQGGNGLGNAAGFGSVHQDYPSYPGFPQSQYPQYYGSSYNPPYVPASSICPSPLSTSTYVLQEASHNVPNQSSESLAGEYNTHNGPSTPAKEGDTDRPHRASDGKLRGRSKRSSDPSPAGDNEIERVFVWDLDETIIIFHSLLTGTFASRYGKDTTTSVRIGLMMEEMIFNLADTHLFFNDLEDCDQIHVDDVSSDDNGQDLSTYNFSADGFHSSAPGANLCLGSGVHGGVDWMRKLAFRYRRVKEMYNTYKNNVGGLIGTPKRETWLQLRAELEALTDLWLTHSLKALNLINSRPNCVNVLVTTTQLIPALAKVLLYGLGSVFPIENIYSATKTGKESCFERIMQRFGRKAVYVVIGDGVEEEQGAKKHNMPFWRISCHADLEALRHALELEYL
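Eya2 (0.2 uM) preincubated 10 min at ambient with compound, then OMFP substrate added at 50 uM; 10 min reaction in 50 mM HEPES pH 7.5, 50 mM NaCl, 5 uM MgCl2, 0.05% BSA, 1 mM DTT. Fluorescence read at Ex 485/Em 525 nm.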
Mito fusion yeast – mitochondrial division inhibition or fusion activation; S. cerevisiae fusion-defective mutant growth rescue, CellTiterGlo 48 h; Potency, µM (series often up to 46.1 µM), for inactives: at the highest dose growth rescue (activation), actives largely listed as activators; actives 0.23% (n = 320,000);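 also: potency is read from the fitted curve at half-maximal effect; % of control where 0% means no effect; nearly all actives have a fitted effect of over 45% in size; temperature-sensitive fusion mutants such as fzo1-1 at 37 °C on non-fermentable ethanol glycerol medium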
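Compounds are tested for their ability to restore growth of mitochondrial fusion-defective yeast strains at non-permissive 37C in YPEG medium over 48 hours. Viability is quantified by luciferase luminescence.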
B2AR arrestin – recruits beta-arrestin to the human beta2-adrenergic receptor; actives 0.02% (n = 330,000); beta-arrestin recruitment to beta2AR, cell-based reporter; P07550; AID 492947; Potency, µM (series often up to 46.1 µM), without a hit: at the highest dose activation, most hits filed as activators;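 also: potency is read from the fitted curve at half-maximal effect; 0% = DMSO controls and full agonism = EC100 isoproterenol or metaproterenol; nearly all actives have a fitted effect of over 65% in size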
uPA generation – cell surface uPA generation inhibition | Potency, µM (top dose mostly 38.3 µM), for inactives: at the highest dose activity change, negative = inhibition, hits mostly inhibitors | cell surface uPA generation assay, qHTS | actives 0.31% (n = 330,000); active = well fitted inhibition curve with a large enough effect; inconclusive = small, poorly fitted or top-dose-only effect; inactive = no such curve, though single readings can be large or run the other way; tested in mouse RAW 264.7 cells; also: potency is read from the fitted curve at half-maximal effect; % is scaled to controls: 0 for no effect and ±100 for the full control effect; nearly all actives have a fitted effect of over 55% in size
TCR activator – T cell receptor activation; Potency, µM (top dose mostly 9.22 µM), for inactives: at the highest dose activation of IL-2 secretion, hits mostly activators; 330,000 tested, under 10 active; primary human leukocytes, anti-CD3, IL-2 HTRF, 48 h; also: % of control where 0% means no effect
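Using a-CD3 beads without co-stimulation, primary human leukocytes were exposed to compounds for 48 hr. An HTRF IL-2 kit measured the cytokine, with europium-to-d2 energy transfer producing emission at 665nm upon 320nm excitation.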
TSHR antag – human thyrotropin receptor antagonism; P16473; TSHR-expressing cells, TSH-stimulated cAMP HTRF, 2 h; stronger effect = lower value; activity change, negative = inhibition, % at 11.5 µM; actives 0.2% (n = 330,000);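 active = activity change below a set negative limit, meaning inhibition stronger than a set level, cut at about -70% in these data; inconclusive = activity change between two set negative limits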; also: % is scaled to controls: 0 for no effect and ±100 for the full control effect
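Antagonism was scored as loss of TSH-driven cAMP in TSHR cells, stimulated with 4nM TSH (EC80) for 2 hours at 37 deg C and detected by homogeneous HTRF competition immunoassay.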
BCR signal inh – blocks chronic active B-cell receptor signaling; ABC-DLBCL IkBa-CBG/CBR reporter, luminescence ratio, 4 h; Potency, µM (top dose mostly 46.1 µM), for the others: at the highest dose ratio change, negative = lower green/red ratio, most hits filed as inhibitors; actives 0.05% (n = 340,000); active = well fitted inhibition curve with a large enough effect in the signal ratio, with a control signal flat, not every such curve was filed as active; inconclusive = small, poorly fitted or top-dose-only effect, or effect the other way, or a change in a side signal; the % refers to the signal ratio;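 also: potency is read from the fitted curve at half-maximal effect; plate controls were basal doxycycline-induced cells for no effect and cells given 10 µM MG132 for full effect; MG132 reads +100%, hits lower the ratio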
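TMD8 human ABC-DLBCL cells with doxycycline-inducible IκBα–green luciferase fusion and unfused red luciferase, in 0.5% FBS medium; compounds up to 46 uM, 4 h at 37C. Green/red luminescence ratio, filter-overlap corrected, fitted to concentration-response curves.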
USP2a block – inhibitors of human ubiquitin-specific protease USP2a. Potency, µM (highest dose often 38.3 µM), without a hit: at the top dose activity change, negative = inhibition, most hits filed as inhibitors. O75604. AID 463254. USP2 core, Ub-CHOP2 coupled fluorogenic reporter, 485/531. actives 0.01% (n = 330,000);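 also: potency is read from the fitted curve at half-maximal effect; plate controls were DMSO wells for no effect and full inhibition by NEM control for full effect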
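USP2 core (10nM final) preincubated 30min RT with compound in 20mM Tris-HCl pH 8.0, 2mM CaCl2, 2mM beta-mercaptoethanol, 0.05% CHAPS; 25nM Ub-CHOP2 plus 25nM reporter substrate added, fluorescence (Ex485/Em531) read after 60min.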
ELG1 DNA repair – blocks ELG1-dependent DNA repair in HEK293T cells; HEK293T ELG1-luciferase reporter, luminescence, 16 h; DNA damage induced by 5-fluorouridine; Potency, µM (doses to about 46.1 µM), for inactives: at the highest dose activity change, negative = inhibition, hits mostly inhibitors; actives 2.3% (n = 330,000); AID 504467; also: potency is read from the fitted curve at half-maximal effect; % is scaled to controls: 0 for no effect and ±100 for the full control effect; nearly all actives have a fitted effect of over 55% in size
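Cells (2,000 per well) received 5-fluorouridine plus test compound or DMSO and were incubated 16 hr at 37 °C, 5% CO2. Luciferase activity was read by luminescence 30 min after ONE-Glo addition; signal suppression marked inhibition of damage-induced ELG1 function.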
TSG101-PTAP inh – blocks PTAP/TSG101 interaction to inhibit HIV-1 budding; Q99816; Fluorescence polarization, FITC-PTAP peptide / Tsg101 binding; Potency, µM (doses to about 115 µM), inactives show top-dose activity change, negative = inhibition, usual class: inhibitors; 340,000 tested, under 10 active; AID 493005; active = well fitted inhibition curve with a large enough effect in the main read-out, with a control signal flat, not every such curve was filed as active; inconclusive = small, poorly fitted or top-dose-only effect, or effect the other way, or a change in a side signal; inactive = no such curve, though single readings can be large or run the other way; also: potency is read from the fitted curve at half-maximal effect; % of control where 0% means no effect
Target sequence (Q99816 whole entry, looked up): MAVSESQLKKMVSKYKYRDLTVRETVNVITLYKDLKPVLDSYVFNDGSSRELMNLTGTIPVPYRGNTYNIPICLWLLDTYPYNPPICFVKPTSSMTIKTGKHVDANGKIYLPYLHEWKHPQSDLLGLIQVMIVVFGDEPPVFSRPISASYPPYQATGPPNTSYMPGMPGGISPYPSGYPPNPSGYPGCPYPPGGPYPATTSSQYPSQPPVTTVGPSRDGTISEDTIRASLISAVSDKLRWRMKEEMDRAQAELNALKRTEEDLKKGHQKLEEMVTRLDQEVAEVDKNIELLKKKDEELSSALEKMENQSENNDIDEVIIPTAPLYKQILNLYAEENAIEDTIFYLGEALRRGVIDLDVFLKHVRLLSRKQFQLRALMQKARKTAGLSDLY
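Compounds were pin-transferred onto Tsg101 binding domain (10 uM final) in HEPES pH 7.5 buffer, then FITC-PTAP peptide was added at 50 nM final. After 20 min at RT, polarization reported peptide displacement across a qHTS concentration series.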
Tb PFK block – T. brucei PFK enzyme inhibition. O15648. T. brucei PFK, ADP-Glo luminescence. Potency, µM (highest dose often 57.5 µM), without a hit: top-dose activity, negative = inhibition, usual class: inhibitors. actives 0.17% (n = 330,000). AID 485367;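 also: potency is read from the fitted curve at half-maximal effect; 0% = uninhibited 1x PFK enzyme wells and -100% = no-enzyme wells; nearly all actives have a fitted effect of over 60% in size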
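PFK 1.25 nM, F6P 0.5 mM, ATP 0.1 mM, 0.1 M TEA pH 8.0, 5 mM MgCl2, 0.01% Tween20, 0.1% BSA; 45 min RT. ADP-Glo readout. qHTS titration up to 57 uM; curves fitted, compounds curve-classed.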
* = called active by the depositor; ? = inconclusive; . = no result given; [ ] = remark or other dose. Unless noted, calls follow the shape of the dose curve; as a rule, active = well fitted curve in the direction sought with a large enough effect; inconclusive = small, poorly fitted or top-dose-only effect, or another doubt; inactive = no such curve, though single readings can be large; an effect the other way counts as inactive or inconclusive.

Compound	Eya2 phos inh	Mito fusion yeast	B2AR arrestin	uPA generation	TCR activator	TSHR antag	BCR signal inh	USP2a block	ELG1 DNA repair	TSG101-PTAP inh	Tb PFK block
O=C(O)[C@@H]1CCCN1C(=O)CCc1c[nH]c2ccccc12	1.7%	3.7%	-0.8%	3.4%	3.5%	-3.4	?	1.5%	3.2%	0.2%	5.7%
O=C(Nc1ccccc1OC(F)F)c1ccccc1	8.4%	-2.7%	-0.2%	.	.	10.7	?	0.3%	22.7%	0.5%	-1.1%
O=c1[nH]c(SCc2ccccc2Cl)nc2c1CCC2	-4.8%	8.0%	-0.2%	3.1%	0.6%	3.7	8.1%	-0.8%	12.5%	-5.2%	-7.0%
O=C(CCCOc1ccccc1)Nc1cc(S(=O)(=O)N2CCOCC2)ccc1N1CCOCC1	?	-1.2%	-0.1%	?	-0.1%	-20.4	0.2%	-0.2%	?	0.7%	1.9%
CCc1cccc(N=c2c([N+](=O)[O-])nn(-c3ccc(Cl)cc3)n2O)c1	8.5%	17.8µM*	-0.7%	-12.8%	.	-4.8	9.9%	0.5%	-23.2%	.	1.3%
Cc1ccc(S(=O)(=O)N2CCOCC2)cc1NC(=O)COc1ccc(-c2nnco2)cc1	-4.7%	-0.1%	-0.1%	-0.8%	-0.7%	-2.2	-4.3%	2.0%	-25.6%	-2.6%	1.0%
CN(C)/C=C/C(=O)c1ccc([N+](=O)[O-])c(CS(=O)(=O)c2ccc(Cl)cc2)c1	8.2%	8.0%	0.3%	7.8%	3.8%	-13.2	0.5%	-1.1%	?	-6.2%	-3.5%
COc1ccccc1Nc1nc(N)nc(CSc2nccn2C)n1	-1.9%	-14.3%	0.1%	-6.1%	-2.1%	-4.5	-1.3%	0.1%	?	-4.1%	1.4%
O=C(CN(C(=O)CSc1nnc(COc2ccccc2)o1)c1ccc(F)cc1)NC1CCCC1	-15.3%	2.0%	0.3%	?	.	10.5	4.2%	2.3%	?	-5.3%	-3.8%
N#Cc1ccc(NC(=O)CN2C(=O)NC(Cc3ccccc3)C2=O)cc1 (configuration not stated)	-0.4%	-1.0%	-0.3%	4.1%	1.3%	-1.2	0.9%	-1.7%	-16.6%	-6.4%	-1.6%
NC(=O)c1ccc2nc(-c3ccccc3)c(-c3ccccc3)nc2c1	4.4%	?	-0.1%	-1.3%	-4.5%	-11.6	?	4.0%	-9.6%	-18.3%	0.3%
COc1ccccc1NC(=O)NNC(=O)COc1ccc2ccccc2c1	-1.3%	-2.1%	-0.3%	-8.8%	2.3%	-9.1	6.5%	-0.5%	5.0%	-5.1%	5.3%
COc1cc(SC)ccc1C(=O)OCC(=O)NCC(C)C	-17.7%	-0.8%	0.2%	.	6.1%	-2.8	?	2.3%	?	0.1%	-6.3%
Cc1cc(C)c(C)c(OCCNCc2ccccc2)c1	12.6%	-11.4%	0.5%	-2.3%	.	-5.7	1.6%	-1.1%	?	-2.7%	-3.8%
O=C(CCn1c(=O)[nH]c2ccccc2c1=O)Nc1ccccc1	1.0%	-2.6%	-0.8%	0.2%	-3.3%	0.1	-0.2%	1.6%	12.3%	-3.2%	-1.0%
CC1C(=O)C(C)(C)C(=O)OC1c1ccccc1 (configuration not stated)	9.8%	-5.8%	0.2%	10.1%	5.8%	-3.0	12.6%	6.9%	19.2%	-0.6%	-10.1%
CCN(CC)c1ccc(NC(=O)c2cc(Cl)ccc2OC)cc1	-25.1%	13.9%	0.4%	-5.5%	14.9%	-9.3	-27.8%	-1.4%	3.4%	-3.7%	0.5%
OCCn1c(SC2CCCCC2)nc2ccccc21	-5.0%	0.4%	0.0%	-0.8%	5.3%	-6.6	-2.3%	3.9%	3.4%	-3.8%	0.6%
CCOC(=O)C1=C(CS(=O)(=O)c2ccccc2)NC(=O)NC1c1cccc(OC)c1 (configuration not stated)	-3.2%	-5.4%	-0.6%	4.6%	-0.6%	6.7	0.3%	-0.7%	16.1%	-2.6%	-3.5%
COc1cccc(CN2CC(C(=O)N3CCCO3)CCC2=O)c1 (configuration not stated)	5.5%	0.2%	-0.2%	1.9%	-1.6%	-3.7	-0.1%	0.4%	-1.2%	-0.1%	2.2%
O=C(c1ccccc1)C1CCc2occc2C1=O (configuration not stated)	-11.2%	3.6%	-0.4%	-0.9%	-34.6%	-0.6	-0.2%	-0.8%	7.1%	-3.3%	-6.2%
C[C@@]12CC(=O)NC1N(C(=O)c1ccccc1)C(c1ccccc1OC(=O)c1ccccc1)C2 (some centres not stated)	-17.9%	-7.1%	0.0%	-3.6%	1.8%	10.8	5.6%	1.1%	9.5%	-8.5%	2.9%
COc1ccc(C2NC(=O)NC(C)=C2C(=O)OC2CCCCC2)cc1OC (configuration not stated)	10.8%	-3.7%	-0.2%	4.6%	-45.5%	6.5	-15.4%	3.7%	0.2%	-5.6%	1.1%
Nc1ccc(-c2nc3ccc(-c4nc5ccccc5o4)cc3[nH]2)cc1	13.9%	-3.9%	-0.9%	-6.4%	5.6%	-13.8	?	-1.8%	-5.5%	-4.0%	-1.4%
CCN1C(=O)C(O)(CC(=O)c2c(C)coc2C)c2ccccc21 (configuration not stated)	6.8%	1.4%	-0.6%	-1.5%	-10.9%	-3.4	-0.2%	8.0%	15.6%	0.3%	12.5%
Cc1ccc(Cn2cc(C(=O)c3ccc(F)cc3)c(=O)c3cc4c(cc32)OCCO4)cc1	-3.0%	-0.3%	-1.8%	8.6%	-5.4%	0.2	3.9%	4.3%	20.6µM*	-3.2%	-0.5%
Cc1ccc2[nH]c(=O)c3cc(C(=O)N(C)c4ccc(C)c(C)c4)sc3c2c1	-3.1%	8.3%	-0.3%	?	1.8%	8.4	3.4%	9.2%	?	-13.8%	1.7%
CN1CC(=O)N(CC(=O)NCc2ccc3c(c2)OCO3)C1=O	27.8%	-1.0%	-0.5%	-0.4%	-2.1%	-4.4	5.7%	0.5%	8.3%	-1.0%	-5.9%
Clc1cc2cccnc2c2ccccc12	0.5%	2.0%	-0.1%	3.3%	-3.0%[46.1 µM]	-4.3	-0.1%	4.9%	-4.4%	-2.8%	-4.4%
CCc1nnc(N/N=C/c2cc(C)c(C)cc2C)n1N	?	-10.6%	-0.2%	-8.2%	-10.6%	14.4	?	0.9%	1.6%	-0.2%	-3.2%
COc1ccnc(Nc2cccc(C)c2)c1C#N	8.5%	-1.6%	-0.2%	3.9%	3.0%	-9.3	3.8%	-1.5%	16.1%	-7.2%	-0.3%
CCn1c(CS(=O)Cc2ccc(Cl)cc2Cl)nnc1SCc1c(Cl)cccc1Cl (configuration not stated)	-25.3%	3.2%	-0.3%	.	-3.0%	-3.4	-0.1%	-0.4%	-26.1%	-8.0%	-0.2%
CCOC(=O)C(NC=O)(NC(C)(C)C)C(=O)OCC	-3.2%	0.2%	0.2%	5.4%	-6.7%	-1.7	0.0%	0.2%	0.0%	0.3%	-2.7%
O=C(CCN1C(=O)COc2ccccc21)NCCN1CCOCC1	-2.5%	-5.0%	-1.4%	-8.6%	-1.8%	-4.9	-0.1%	1.1%	-9.0%	-6.3%	-6.0%
O=C(c1ccco1)n1nc(-c2ccccc2)nc1SCc1ccccc1	22.3%	-0.6%	-1.4%	2.3%	1.4%	-6.8	?	0.2%	?	-2.8%	-3.0%
